# Assay outcomes deposited in PubChem by National Center for Advancing Translational Sciences (NCATS).
# TRHR PAM – qHTS for Small Molecule Agonists and Allosteric Enhancers of Human TRH Receptor: Primary Screen for Enhancers. Thyrotropin-releasing hormone receptor (Homo sapiens), P34981. TRHR cells, fluo-8 calcium fluorescence, EC20 TRH enhancement. enhancement, % at 2 µM. 360,000 compounds, 0.66% hits. AID 493056, 2011; in the data active means enhancement above about 30%; further: 0% is about no effect
# Target sequence (P34981 whole entry, looked up): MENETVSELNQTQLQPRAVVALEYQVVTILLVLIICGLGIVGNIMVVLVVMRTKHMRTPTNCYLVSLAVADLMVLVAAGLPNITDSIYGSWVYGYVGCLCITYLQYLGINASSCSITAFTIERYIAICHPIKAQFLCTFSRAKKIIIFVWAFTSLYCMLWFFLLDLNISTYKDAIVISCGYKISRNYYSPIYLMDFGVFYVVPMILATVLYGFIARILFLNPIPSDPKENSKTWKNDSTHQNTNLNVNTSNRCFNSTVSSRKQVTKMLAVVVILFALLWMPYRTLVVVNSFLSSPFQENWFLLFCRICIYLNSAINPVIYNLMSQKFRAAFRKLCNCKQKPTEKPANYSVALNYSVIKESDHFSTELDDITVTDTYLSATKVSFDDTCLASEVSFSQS
#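 Enhancer read-out: after compound pinning and an initial kinetic agonist-mode read, an EC20 of TRH (10 nM final) was injected and fluo-8 calcium signal (Ex 480/Em 530) followed at 1 s/cycle for 100 cycles in TRHR-expressing cells.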
# Pin1 inhibitor – qHTS Assay to Find Inhibitors of Pin1; Potency, µM (titrated, usually from 115 µM), for the others: at the top dose activity, negative = inhibition, most hits filed as inhibitors; 390,000 compounds, 0.009% hits; Peptidyl-prolyl cis-trans isomerase NIMA-interacting 1 (Homo sapiens), Q13526; Pin1 FP peptide displacement, HiFluor488, 10 min; active means well fitted inhibition curve with a large enough effect in the polarisation, with a control signal flat, not every such curve was filed as active; inconclusive means small, poorly fitted or top-dose-only effect, or effect the other way, or a change in a side signal; inactive means no such curve, though single readings can be large or run the other way; the % refers to the polarisation; further: potency means the concentration at half of the fitted maximal effect; on the % scale 0 is the no-effect control and ±100 the full control effect
# Target sequence (Q13526 whole entry, looked up): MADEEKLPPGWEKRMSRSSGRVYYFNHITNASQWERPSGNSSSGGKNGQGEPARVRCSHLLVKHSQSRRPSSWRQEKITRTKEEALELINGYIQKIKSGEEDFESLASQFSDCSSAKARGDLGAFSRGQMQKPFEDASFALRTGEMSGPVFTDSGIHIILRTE
# rTrxR1 inhibitor – qHTS Assay for Inhibitors of Mammalian Selenoprotein Thioredoxin Reductase 1 (TrxR1): qHTS. Potency, µM (highest dose often 114 µM), without a hit: at the highest dose activity change, negative = inhibition, most hits filed as inhibitors. 390,000 compounds, 1% hits. recombinant rTrxR1, NADPH fluorescence consumption, selenite substrate. Thioredoxin reductase 1, cytoplasmic (Rattus norvegicus), O89049. AID 588453, 2011; further: potency means the concentration at half of the fitted maximal effect; on the % scale 0 is the no-effect control and ±100 the full control effect; nearly all actives have a fitted effect of over 65% in size
#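 Rat TrxR1 (90 nM in the dispensed reagent) was pre-reduced with 400 uM NADPH for 5 min at room temperature, then incubated with compound for 15 min. After 400 uM selenite was added, NADPH fluorescence (Ex 340/Em 450 nm) was followed for 8 min.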
# USP1-UAF1 inh – Inhibitors of USP1/UAF1: Primary Screen; Ubiquitin carboxyl-terminal hydrolase 1 (Homo sapiens), O94782; recombinant USP1/UAF1, Ub-Rhodamine cleavage fluorescence; Potency, µM (titrated, usually from 57.1 µM), without a hit: at the highest dose activity change, negative = inhibition, hits mostly inhibitors; 390,000 compounds, 0.23% hits; AID 743255, 2014; further: potency means the concentration at half of the fitted maximal effect; on the % scale 0 is the no-effect control and ±100 the full control effect; nearly all actives have a fitted effect of over 60% in size; inactives centre near -12
#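 1 nM enzyme complex + cpd, 15 min RT; start with Ub-Rho 150nM final; kinetic fluorescence ex 480/em 540, 6 reads q60 s. Buffer 50mM HEPES pH 7.8, 0.5mM EDTA, 0.1 mg/ml BSA, 1mM TCEP, 0.01% Tween-20.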
# TRHR ag – qHTS for Small Molecule Agonists and Allosteric Enhancers of Human TRH Receptor: Primary Screen for Agonists. Thyrotropin-releasing hormone receptor (Homo sapiens), P34981. TRHR cells, calcium flux fluo-8, FDSS agonist mode. activation, % at 2 µM. 360,000 compounds, 0.18% hits. AID 493084, 2011; in the data active means activation above about 30%; further: 0% is about no effect
#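 Agonist-mode FDSS calcium read (Ex 480/Em 530, 1 s cycles) in 1536-well TRHR cells with fluo-8 dye, after 10-cycle baseline and 23 nL compound addition; TRH at EC20 (10 nM final) added afterwards for the enhancer phase.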
# mIDH1 inhibitor – qHTS for Inhibitors of mutant isocitrate dehydrogenase 1 (IDH1): qHTS; Isocitrate dehydrogenase [NADP] cytoplasmic (Homo sapiens), O75874; IDH1-R132H enzyme, NADPH consumption, diaphorase/resazurin fluorescence; 390,000 compounds, 0.093% hits; Potency, µM (series often up to 76.6 µM), for the others: at the top dose activity change, negative = inhibition, actives largely listed as inhibitors; AID 602179, 2012; further: potency means the concentration at half of the fitted maximal effect; on the % scale 0 is the no-effect control and ±100 the full control effect; nearly all actives have a fitted effect of over 65% in size
#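 IDH1-R132H (0.5 ug/mL) preincubated 30 min with compound, then NADPH (0.016 mM) and alpha-KG (2 mM) added; 80 min at RT, pH 7.5. Remaining NADPH coupled via diaphorase/resazurin to fluorescence (540/590 nm); concentration-response curves normalized to no-enzyme control.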
# D2 antag – HTS Assay for Allosteric Antagonists of the Human D2 Dopamine Receptor: Primary Screen for Antagonists. D(2) dopamine receptor (Homo sapiens), P14416. HEK293 TREx D2 cells, calcium flux, dopamine EC80. inhibition, % at 10 µM. 340,000 compounds, 2% hits; in the data active means inhibition above about 30%; further: 0% is about no effect
# Target sequence (P14416 whole entry, looked up): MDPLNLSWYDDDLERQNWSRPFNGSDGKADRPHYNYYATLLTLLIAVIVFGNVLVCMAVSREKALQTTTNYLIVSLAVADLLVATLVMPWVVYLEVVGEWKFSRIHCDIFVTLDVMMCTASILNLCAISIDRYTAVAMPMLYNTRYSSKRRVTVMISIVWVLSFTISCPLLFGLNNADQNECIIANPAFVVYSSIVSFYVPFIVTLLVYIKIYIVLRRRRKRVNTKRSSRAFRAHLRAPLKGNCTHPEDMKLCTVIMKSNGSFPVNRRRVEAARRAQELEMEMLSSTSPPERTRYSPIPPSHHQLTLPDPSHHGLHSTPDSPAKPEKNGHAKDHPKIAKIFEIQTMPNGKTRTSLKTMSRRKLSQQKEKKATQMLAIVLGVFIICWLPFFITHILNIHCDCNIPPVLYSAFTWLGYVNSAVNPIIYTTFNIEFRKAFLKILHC
#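 In this primary screen, negative modulation is detected by tracking calcium flux after an EC80 dopamine challenge in inducible HEK293 T-REx D2 cells preexposed to test compound for 180 s.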
# D2 ag – HTS Assay for Allosteric Agonists of the Human D2 Dopamine Receptor: Primary Screen for Agonists; 340,000 compounds, 0.53% hits; D(2) dopamine receptor (Homo sapiens), P14416; HEK293 T-REx D2 cells, calcium flux agonist mode; activation, % at 2 µM; AID 485358, 2010;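 active means activation over 3 SD above normal in the single-dose calcium agonist read, cut at about 30% in these data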; further: 0% is about no effect
#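 In this primary screen, compounds producing a positive calcium signal within 180 s of addition to tetracycline-induced, force-coupled HEK293 Trex D2 cells are flagged; cells are dye-loaded with a no-wash calcium kit beforehand.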
# TrxR1 substrate – qHTS Assay for Substrates of Mammalian Selenoprotein Thioredoxin Reductase 1 (TrxR1): qHTS | 390,000 compounds, 0.01% hits | purified TrxR1 substrate turnover, NADPH consumption readout | Potency, µM (doses to about 114 µM), inactives show at the top dose activity change, negative = substrate turnover | Thioredoxin reductase 1, cytoplasmic (Rattus norvegicus), O89049; further: potency means the concentration at half of the fitted maximal effect; on the % scale 0 is the no-effect control and ±100 the full control effect; nearly all actives have a fitted effect of over 50% in size
#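 Rat TrxR1, dispensed at 90 nM, was prereduced with 400 uM NADPH (final) for 5 min at ~22 deg C, then incubated with compound 15 min before 400 uM selenite. A first-read NADPH fluorescence drop versus no-compound background flagged substrates.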
# The depositor's hits bear a star; ? = inconclusive; . = no result given; [ ] = dose if it differs, or a comment. Unless noted, the call rests on the fitted dose curve; in most records, active means well fitted inhibition curve with a large enough effect; inconclusive means small, poorly fitted or top-dose-only effect; inactive means no such curve, though single readings can be large or run the other way.
# Preview, seven compounds:
SMILES,TRHR PAM,Pin1 inhibitor,rTrxR1 inhibitor,USP1-UAF1 inh,TRHR ag,mIDH1 inhibitor,D2 antag,D2 ag,TrxR1 substrate
COc1cc2c(cc1OC)C(c1ccccc1C(F)(F)F)CC(=O)N2 (stereo not drawn),-6,-6%,11%,-17%,-1.1,0%,-2,-0.3,-3%
N#CNC(=Nc1cccc(Cl)c1)Oc1ccccc1,0,-13%,24%,-11%,0.4,11%,-2,-0.3,9%
C[C@H](CO)N1C[C@H](C)[C@@H](CN(C)S(=O)(=O)c2cccs2)Oc2ccc(NS(=O)(=O)c3cn(C)cn3)cc2C1=O,.,-8%,7%[57.1 µM],-23%,.,-5%,.,.,6%[57.1 µM]
COc1cc(NC(=O)COC(=O)C2CC(O)CN2S(=O)(=O)c2ccc(Cl)cc2)c(C)cc1[N+](=O)[O-] (stereo not drawn),.,-1%,-3%,-26%,.,-3%,.,.,-3%
O=C(COC(=O)c1ccccn1)Nc1cccnc1Cl,0,-1%,-19%,-8%,0.3,-8%,-10,0.6,-13%
Cc1nn(-c2ccccc2)c(Oc2ccc(F)cc2)c1/C=N/n1cnnc1,0,-4%,6%,-18%,-0.6,-5%,2,-1.7,2%
Cc1nn(C)c(C(=O)N2CCN(C(=O)c3ccco3)CC2)c1Br,-1,4%,-10%,-17%,-0.3,-1%,10,1.1,-13%

# All compounds of this part (from the top)
SMILES,TRHR PAM,Pin1 inhibitor,rTrxR1 inhibitor,USP1-UAF1 inh,TRHR ag,mIDH1 inhibitor,D2 antag,D2 ag,TrxR1 substrate
COc1cc2c(cc1OC)C(c1ccccc1C(F)(F)F)CC(=O)N2 (stereo not drawn),-6,-6%,11%,-17%,-1.1,0%,-2,-0.3,-3%
N#CNC(=Nc1cccc(Cl)c1)Oc1ccccc1,0,-13%,24%,-11%,0.4,11%,-2,-0.3,9%
C[C@H](CO)N1C[C@H](C)[C@@H](CN(C)S(=O)(=O)c2cccs2)Oc2ccc(NS(=O)(=O)c3cn(C)cn3)cc2C1=O,.,-8%,7%[57.1 µM],-23%,.,-5%,.,.,6%[57.1 µM]
COc1cc(NC(=O)COC(=O)C2CC(O)CN2S(=O)(=O)c2ccc(Cl)cc2)c(C)cc1[N+](=O)[O-] (stereo not drawn),.,-1%,-3%,-26%,.,-3%,.,.,-3%
O=C(COC(=O)c1ccccn1)Nc1cccnc1Cl,0,-1%,-19%,-8%,0.3,-8%,-10,0.6,-13%
Cc1nn(-c2ccccc2)c(Oc2ccc(F)cc2)c1/C=N/n1cnnc1,0,-4%,6%,-18%,-0.6,-5%,2,-1.7,2%
Cc1nn(C)c(C(=O)N2CCN(C(=O)c3ccco3)CC2)c1Br,-1,4%,-10%,-17%,-0.3,-1%,10,1.1,-13%
COCC(C)NC(=O)c1ccc(Cl)c(Cl)c1 (stereo not drawn),1,2%,11%[57.1 µM],-1%,1.1,-1%,-2,0.5,7%[57.1 µM]
N#Cc1ccc(C(=O)NC(=S)N2CCN(C=O)CC2)cc1,.,-5%,-3%[2.29 µM],-3%,.,8%,.,.,-3%[2.29 µM]
Cn1c(=O)[nH]c(=O)c2c1ncn2CCN1CCCCC1,1,-1%,11%,-11%,-1.6,5%,-12,0.4,4%
Oc1cccc(/C=N/Nc2cccc3cccnc23)c1,-1,9%,21%[57.1 µM],?,0.5,5%,16,0.6,6%[57.1 µM]
CC(C)OCCCNc1ncc2c(n1)CC(c1cccs1)CC2=O (stereo not drawn),1,1%,3%,0%,-0.6,6%,-2,0.4,1%
CCOC(=O)c1cc(OC(=O)c2cc(OC)c(OC)c(OC)c2)n(-c2ccccc2)n1,-5,-5%,-22%,-16%,0.9,-6%,.,-0.3,-2%
Cc1ccc(NC(=O)COC(=O)CCc2c(C)nc3ncnn3c2C)cc1,.,-8%,9%[2.29 µM],-10%,.,4%,.,.,3%[2.29 µM]
O=c1oc2ccccc2c(O)c1Sc1ccc(Cl)cc1,.,0%,3%,-1%,.,19%,.,.,-3%
COc1ccc(/C=N/NC(=O)c2[nH]c3ccc(C)cc3c2-c2ccccc2)c(C(=O)O)c1OC,3,6%,-4%[57.1 µM],-8%,-0.3,-2%,-4,-2.0,-1%[57.1 µM]
Cc1oc2ncn(C)c(=O)c2c1C(=O)N1CCN(c2ccccc2)CC1,0,1%,17%,?,0.5,26%,.,0.6,0%
C=CCOC(=O)C(C(=O)Cc1ccccc1)c1ccccc1 (stereo not drawn),.,-4%,3%,-38%,.,-2%,.,.,-2%
Cc1cc2c(ccc3[nH]onc32)n1,.,-11%,16%[57.1 µM],2%,.,1%,.,.,-15%
CCCCC(=O)Nc1ccc2c(c1)OCCO2,-2,-4%,8%[57.1 µM],-6%,0.0,-2%,29,-0.4,7%[57.1 µM]
OCCC1CN(Cc2ccc(C(F)(F)F)cc2)CCN1Cc1ccccc1 (stereo not drawn),4,-1%,6%,-19%,2.6,8%,-7,0.5,3%
COCCC(=O)N1CCC(C(=O)Nc2ccc(Oc3ccccc3)nc2)CC1,-3,0%,4%,-15%,0.8,-3%,2,24,-2%
Cc1cc(C)c2[nH]c(=O)c(CN(CC3CCCO3)C(=S)Nc3ccccc3)cc2c1 (stereo not drawn),-8,1%,-9%,-11%,0.3,2%,-2,-0.9,0%
CCn1c(O)c(/C=C2\C=Nc3ccccc32)sc1=Nc1ccc(C)cc1,-3,8%,31%,-10%,0.9,-3%,-7,0.2,8%
CN(C)C(CNc1ncnc2sc3c(c12)CCCCC3)c1ccco1 (stereo not drawn),4,11%,8%[57.1 µM],-9%,-0.7,3%,-3,0.6,-8%[57.1 µM]
Cc1oc(-c2ccccc2F)nc1CS(=O)(=O)CC(=O)N1CCCCCC1,25,-16%,-41%,4%,-0.7,-2%,-25,-1.2,6%[57.1 µM]
Cc1ccc(NC2=C(CC(=O)O)C(c3ccccc3)N(c3ccc(C)cc3)C2=O)cc1 (stereo not drawn),-4,4%,?,-16%,0.1,3%,-5,-0.3,-9%
Cc1ccc(C2C3=C(CCCC3=O)N=C3c4ccccc4C(=O)C32)cc1 (stereo not drawn),-5,-2%,?,-15%,-1.2,6%,1,-2.9,-7%
CC(=O)N1c2ccc(S(=O)(=O)N3CCCCC3)cc2CC1C (stereo not drawn),0,2%,20%,-2%,-0.2,0%,.,.,-1%
CCN(CC)S(=O)(=O)c1ccc(N2CCCCC2)c(C(=O)Nc2ccccc2N2CCOCC2)c1,-1,-1%,20%[57.1 µM],-17%,0.2,-3%,18,0.9,11%[57.1 µM]
CCC/C=N/NC(=O)c1cccc(Br)c1,7,1%,30%,-20%,0.0,-9%,-15,1.6,8%
O=C(Nc1ccc([N+](=O)[O-])cc1)C(Cc1ccccc1)N1C(=O)c2cccc3cccc(c23)C1=O (stereo not drawn),3,?,-5%,-22%,-2.0,-1%,-11,-0.5,-3%
CCc1ccc(C2C(C(=O)Nc3ccccc3OC)=C(C)Nc3nc(SCc4ccccc4)nn32)cc1 (stereo not drawn),10,1%,12%,-13%,-0.6,-13%,.,.,6%
CC(C)CC(=O)Nc1cccc(-c2csc(-c3ccccc3)n2)c1,6,9%,0%,-24%,0.0,3%,-12,1.0,5%[57.1 µM]
CCOC(=O)c1c(NC(=O)CCS(=O)(=O)c2ccccc2)sc2c1CC(C)(C)NC2(C)C,3,0%,?,-12%,-0.2,2%,2,0.9,-6%
COc1cccc(C=Nc2cc(C)cc(C)c2)c1O,0,-3%,-14%,-22%,0.7,9%,-1,-0.1,-3%
Cc1onc(-c2ccccc2Cl)c1C(=O)N1CCC(Cc2ccccc2)CC1,0,1%,4%,-11%,-0.1,0%,4,-0.2,-2%
O=C(COC(=O)CCC(=O)c1cccs1)NC(=O)c1ccc(OC(F)F)cc1,-11,31%[activator],25%,-19%,-1.0,1%,-4,-2.1,7%
COc1cc(/C=C(\C#N)c2ccccn2)ccc1OCC(=O)Nc1c(Cl)cccc1Cl,-3,15%,10%,-5%,-0.2,-1%,8,-0.5,3%
Cc1ccc2c(C)c(C(=O)Nc3cccnc3)oc2c1C,.,-5%,7%,-5%,.,2%,.,.,0%
COc1ccc(C(CC(=O)O)NC(=O)C2CCCCC2)cc1 (stereo not drawn),39*,?,16%,-15%,-0.1,6%,14,0.5,-3%
COc1ccc(N(CC(=O)Nc2cccc3ccccc23)S(C)(=O)=O)c(OC)c1,5,0%,6%,-22%,0.2,11%,-7,-1.5,1%

# These rows are one share of the data; rates above refer to the full screens.
